# Screening data as filed in PubChem BioAssay.
# Rat MKP-3 inhibitors: MKP-3 phosphatase inhibitors, primary screen, biochemical, rat enzyme, in vitro (AID 425). inhibition, % at 20 µM; hits with a dose series show IC50 in µM. hit rate 0.17% among 110,000. recombinant MKP-3 phosphatase activity, fluorescence; higher % means a stronger effect. Dual specificity protein phosphatase 6 (Rattus norvegicus); in the data active = inhibition above about 50%;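 also: plate controls were vehicle for no effect and reference inhibitor for full effect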
# Hsp70 displacement: Hsp70 inhibitors, probe displacement, primary screen, biochemical, fluorescence polarization (AID 583). one-dose displacement, % at 20 µM; IC50 in µM for titrated hits. Hsp70 fluorescence polarization probe displacement, mP; higher % means a stronger effect. Heat shock 70 kDa protein 1A (Homo sapiens). hit rate 0.06% among 140,000; in the data active = displacement above about 50%;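 also: plate controls were vehicle for no effect and reference ligand for full effect; a part of the inactive calls stands beside numbers as strong as those of hits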
# Numbers without * were called inactive; nt = not tested or not shown; & = joins results of further samples.
SMILES,Rat MKP-3 inhibitors,Hsp70 displacement
COc1cc(C)ccc1NC(=O)c1ccc(S(=O)(=O)N2CCOCC2)cc1,5%,6.1%
COc1ccc2[nH]c(=S)[nH]c2c1,6%,-0.6%
O=C(c1ccc(C#CC2(O)CCCCC2)cc1)N1CCN(c2ccccc2Cl)CC1,6%,-3.1%
O=c1oc(-c2ccccc2)nc2sc3c(c12)CCCCC3,-1%,-4.0%
CC(=O)C(C)Oc1ccc2c3c(c(=O)oc2c1C)CCCC3 (stereo not given),-8%,7.4%
CC1(C)OC(C(=O)NC2CCCCC2)C(C(=O)NC2CCCCC2)O1 (stereo not given),-9%,-4.1%
CSc1nc2sc3c(c2c(=O)n1C)CCC(C)C3 (stereo not given),-2%,0.8%
COc1ccc(Nc2ccc(OC)cc2)cc1,-6%,4.8%
COC(=O)c1[nH]c(C)c(/C(O)=C2\C(=O)C(=O)N(CCN3CCOCC3)C2c2cccs2)c1C (stereo not given),6%,2.0%
N#CCSc1nnc(-c2ccccc2O)n1CCc1ccccc1,-14%,-1.7%
CC1(C)CC(=O)C2=C(C1)OC(c1cccs1)C(C#N)=C2N (stereo not given),-9%,2.8%
c1ccc2c(c1)C(=NC1CCCCC1)NC2=NC1CCCCC1,nt,3.5%
Cc1ccc2cc(CN(CC3CCCO3)C(=O)NC3CCCCC3)c(=O)[nH]c2c1C (stereo not given),-8%,4.1%
Clc1ccc(Cl)c2sc(N3CCCC3)nc12,11%,-0.3%
Nc1ccc(-c2cc(C(=O)O)c3ccccc3n2)cc1,-1%,5.0%
COC(=O)c1ccc2c(c1)NC(=O)C(N1CCCCC1)S2 (stereo not given),-15%,-21%
CC(C)(C)c1cc(CNC2CS(=O)(=O)C[C@@H]2O)cc(C(C)(C)C)c1O (stereo not given in full),-4%,-2.2%
Cc1cc(C)c2c(=O)n(-c3ccccc3)[nH]c2n1,-5%,-0.1%
N/C(=C\C(=O)c1ccccc1O)C(F)(F)F,0%,-2.8%
Cc1ccc(C23CC4CC(CC(NC(=O)NC(C)(C)CO)(C4)C2)C3)cc1,nt,3.7%

# A draw from above in order of molar mass, descending.
SMILES,Rat MKP-3 inhibitors,Hsp70 displacement
CC(C)(C)c1cc(CNC2CS(=O)(=O)C[C@@H]2O)cc(C(C)(C)C)c1O (stereo not given in full),-4%,-2.2%
Cc1ccc(C23CC4CC(CC(NC(=O)NC(C)(C)CO)(C4)C2)C3)cc1,nt,3.7%
COC(=O)c1ccc2c(c1)NC(=O)C(N1CCCCC1)S2 (stereo not given),-15%,-21%
CC(=O)C(C)Oc1ccc2c3c(c(=O)oc2c1C)CCCC3 (stereo not given),-8%,7.4%
CSc1nc2sc3c(c2c(=O)n1C)CCC(C)C3 (stereo not given),-2%,0.8%

# Next compounds.
SMILES,Rat MKP-3 inhibitors,Hsp70 displacement
CN1CCN(c2ccc(/C=C3\Sc4ccccc4C3=O)cc2[N+](=O)[O-])CC1,0%,-3.2%
CC(=O)c1cc2c(cc1NC(=O)CN1CCCCCC1)OCO2,nt,3.2%
CCc1nc2cc(Cl)c(Cl)cc2[nH]1,-4%,-0.3%
CC1=NN(c2nc(-c3ccc(Cl)cc3)cs2)C(=O)/C1=C\c1ccc2c(c1)OCO2,8%,3.5%
COc1ccc(NC(=O)c2nn3c(c2Cl)NC(c2cccs2)CC3C(F)(F)F)cc1OC (stereo not given),0%,1.4%
CC(C)(C)c1nnc2sc(SCC(=O)N3CCCc4ccccc43)nn2c1=O,0%,-1.1%
CN(C)S(=O)(=O)c1cccc(C(=O)Nc2cccnc2)c1,-3%,9.2%
CSc1nc2[nH]c3c(c2c2nnnn12)CCCC3,-3%&-8%,-3.7%&-6.7%
O=C1C2=C(C(c3ccccc3)=NCCN2)C(c2ccc3c(c2)OCO3)N1c1ccccc1 (stereo not given),2%,1.4%
Cc1cc(C(=O)CSc2n[nH]c(N)n2)c(C)n1C1CC1,nt,-1.3%
COc1ccc(NC(=O)c2ccc(C3SCC(=O)N3Cc3ccccc3)cc2)cc1 (stereo not given),1%,-0.1%
Cc1sc(NC(=O)c2cccnc2)nc1-c1ccc(Br)cc1,2%,-1.6%
COc1ccc(/C=N/n2cncn2)cc1CSc1ccccn1,5%,7.4%
CCOC(=O)CC(=O)CSc1nccc(N(C)C)c1C#N,3%,-5.6%
COc1cccc(-c2nnc(N(C)C(=O)C3CCOC3)s2)c1 (stereo not given),1%,3.7%
CC(=O)C1=C(O)C(=O)N(c2nc3ccccc3s2)C1c1ccc(Cl)cc1 (stereo not given),2%,-5.8%
CCOc1ccccc1NC(=O)c1c(-c2ccccc2)noc1C,7%,-0.1%
Cn1nnnc1SCC(=O)Nc1ccc(N2CCOCC2)cc1,-10%,5.7%
O=C(CSc1nnnn1-c1ccccc1)Nc1ccccc1Br,0%,1.9%
CCCCCCn1c(N2CCN(c3ccccc3)CC2)nc2c1c(=O)n(C)c(=O)n2C,3%,2.9%

# Profiles, quoted from the list. Order of values: Rat MKP-3 inhibitors | Hsp70 displacement
# Record of COc1ccc(NC(=O)c2ccc(C3SCC(=O)N3Cc3ccccc3)cc2)cc1 (stereo not given) = 1% | -0.1%
# Record of COc1ccc(/C=N/n2cncn2)cc1CSc1ccccn1 = 5% | 7.4%
# Record of Cc1sc(NC(=O)c2cccnc2)nc1-c1ccc(Br)cc1 = 2% | -1.6%
# Record of CCOC(=O)CC(=O)CSc1nccc(N(C)C)c1C#N = 3% | -5.6%
# Record of COc1cccc(-c2nnc(N(C)C(=O)C3CCOC3)s2)c1 (stereo not given) = 1% | 3.7%

# (next part)
SMILES,Rat MKP-3 inhibitors,Hsp70 displacement
COc1ccc(S(=O)(=O)NC2CCCCCC2)cc1,0%,-6.3%
Cc1ccc(S(=O)(=O)N2CCCC2CO)cc1 (stereo not given),-9%,0.4%
CCCCN1C(=O)C2NN=C(C(=O)OC)C2C1=O (stereo not given),nt,1.5%
Cc1ccc(SCCNC(=S)Nc2ccc(C)c(C)c2)cc1,nt,4.3%
COc1ccc(N2CC(C(=O)Nc3nccs3)CC2=O)cc1 (stereo not given),nt,-0.2%
CCOC(=O)C1C(=O)CC(O)(c2cccc(Br)c2)CC1C=C(Cl)Cl (stereo not given),1%,5.0%
CCCCCOc1ccc(C(=O)NC(C(=O)O)C(C)C)cc1 (stereo not given),-12%,-2.8%
CC1(C)OC(=O)C(=Cc2ccc(I)o2)C(=O)O1,101%*,97%*
O=S(=O)(NCc1ccccc1)c1ccc(Cl)c(S(=O)(=O)NCc2ccccc2)c1,0%,-1.2%&0.5%
CCOC(=O)C(CCCCOc1ccccc1OC)C(=O)OCC,0%,-0.7%
Cc1ccccc1CNC(=O)c1ccc(Cl)cc1,3%,3.2%
Cc1ccc(C(=O)Nc2ccccc2C(=O)O)cc1N,0%,1.7%
O=C(c1cc2nc(-c3ccco3)cc(C(F)(F)F)n2n1)N1CCc2ccccc2C1,-3%,5.2%
Cc1cc(NC(=O)C(c2ccccc2)c2ccccc2)no1,3%,1.7%
CCOc1ccc(N(CC(=O)NCCc2ccccc2)S(=O)(=O)c2ccc(SC)cc2)cc1,-2%,3.8%
Oc1ccc(-c2nc(=S)[nH][nH]2)cc1,nt,4.1%
CCOC(=O)c1cc2occc2n1CC(=O)N1CCN(C(=O)c2ccco2)CC1,-2%,-0.2%
O=C(COc1cccc(NC(=O)c2ccco2)c1)c1ccccc1,-1%,3.7%
O=C1c2ccccc2C(=O)c2c1cc(Nc1ccccc1)c1nsnc21,2%,-1.9%
CC(=O)N1CCN(C2c3cccc4cccc(c34)C2NS(=O)(=O)c2ccccc2)CC1 (stereo not given),5%,8.5%
CCCCCNC(=O)C(C#N)c1nc2ccccc2nc1N1CC(C)OC(C)C1 (stereo not given),-12%,-50%
CCOC(=O)c1nn(-c2ccc(C)cc2)c(=O)c2c(N)scc12,nt,-5.2%
Cc1onc(-c2c(Cl)cccc2Cl)c1C(=O)Nc1sc2c(c1C(N)=O)CCCC2,9%,-0.1%
O=C(O)CC(NS(=O)(=O)c1ccc(Br)cc1)c1ccco1 (stereo not given),0%,4.4%
CCOC(=O)c1cc(-c2ccc(OC)cc2F)nc2c1c(C)nn2CCC#N,nt,1.4%
CCOc1ccccc1C(=O)N1CCC(n2nnc3cc(C)ccc32)CC1,-7%,0.8%
Cc1ccc(CCN2CC(C(=O)NCCCN3CCOCC3)CC2=O)cc1 (stereo not given),8%,9.1%
NC(=O)CN1C(=O)/C(=C2\SC(=S)N(Cc3ccccc3)C2=O)c2ccccc21,2%,-0.4%
CCCC(C(=O)NC1CCCC1)N(CCCN1CCOCC1)C(=O)c1snc(C(N)=O)c1N (stereo not given),-3%,5.1%
COc1ccc2nc(NC(=O)C3CCN(S(=O)(=O)c4cnc[nH]4)CC3)sc2c1,3%,4.3%
CCC(=O)Nc1ccc(I)cc1Cl,2%,nt
Cc1c(C(O)CN2CCN(Cc3ccc4c(c3)OCO4)CC2)c2ccccc2n1C (stereo not given),-7%,-1.2%
COc1cc(-c2nc(S(=O)(=O)c3ccc(Cl)cc3)c(N3CCOCC3)o2)cc(OC)c1OC,-2%,0.2%
CCc1ccc(NC(=O)C(=O)NCCCOC(C)C)cc1,4%,-6.8%
COC(=O)CC1(C(=O)OC)NC(=O)C(N)=C1C(=O)OC (stereo not given),-1%,3.9%
CCCC(=O)Nc1nc(-c2ccc3c(c2)OCCO3)cs1,-5%,1.7%
CCn1ncc(C2=NOC(C(=O)Nc3c(C)n(C)n(-c4ccccc4)c3=O)C2)c1C (stereo not given),-7%,-4.4%
Cc1ccc(-c2nnn(CC(=O)N(CC3CCCO3)C(C(=O)NCC3CCCO3)c3ccc(F)cc3)n2)o1 (stereo not given),nt,42%
CCC(=O)N1CCc2cc(S(=O)(=O)NC(C(=O)NCc3ccc(C)cc3)C(C)C)ccc21 (stereo not given),10%,-2.0%
O=C(NCc1ccc(Cl)cc1)C1CCCN(S(=O)(=O)c2cnc[nH]2)C1 (stereo not given),-1%,4.3%
Cn1c2ccccc2c2nnc(SCC(=O)OCN3C(=O)c4ccccc4C3=O)nc21,1%,-4.0%
Cc1cccc(OCCSc2nc3ccccc3c(=O)[nH]2)c1,-1%,-3.7%
COc1cc(/C=N/N=C2/NC(=O)C(CC(=O)Nc3ccccc3F)S2)ccc1O (stereo not given),2%,-0.8%
Cc1nn(Cc2ccccc2)c2sc(C(=O)N3CCN(Cc4ccc5c(c4)OCO5)CC3)cc12,-2%,nt
O=C(CN1CCN(C2CCCCC2)CC1)NCCC1=CCCCC1,4%,-1.6%
O=C(Nc1ccc(O)cc1)c1cc2n(n1)C(C(F)(F)F)CC(c1ccco1)N2 (stereo not given),-10%,-0.2%
O=c1/c(=C\c2ccccc2OS(=O)(=O)c2ccc3ccccc3c2)sc2nc3ccccc3n12,2%,-2.5%
CCOC(=O)c1c(C)[nH]c(NC(=O)N2CCOCC2)c1C,-10%,0.6%
O=C(CCCOc1ccc(Cl)cc1Cl)Nc1ccncc1,nt,-3.2%
O=C(NCCC1=CCCCC1)c1ccc(Br)o1,-7%,6.0%

# Additional records follow.
SMILES,Rat MKP-3 inhibitors,Hsp70 displacement
COC(=O)Cc1c(C)c2ccc(OC(=O)c3ccco3)cc2oc1=O,-2%,4.1%
CCCC(=O)NCCSC,0%,1.8%
COCCNC(=O)COc1cc(=O)n(C)c2ccccc12,5%,1.6%
Cc1nc2nc[nH]n2c(=O)c1CCC(C)C,-3%,-5.7%
COc1cc2c(cc1OC)Cc1cc(OC)c(OC)cc1C(=O)C2,2%,0.3%
CC1Cn2c(nc3c2c(=O)[nH]c(=O)n3C)O1 (stereo not given),-4%,-1.3%
Clc1cc(Cl)c2nc(N3CCCC3)sc2c1,5%,-1.3%
CC1=C(C(=O)OC2CCCCCC2)C(c2cccc(F)c2)C2=C(CCCC2=O)N1 (stereo not given),2%,-5.6%
COc1ccccc1N1CCN(C(=O)c2cnn3cccnc23)CC1,2%,-0.8%
CCOC(=O)c1sc(NC(=O)CSc2nccc(C)n2)c(C#N)c1C,nt,-5.0%

# Rat MKP-3 inhibitors, what is marked active above.
SMILES,Rat MKP-3 inhibitors,Hsp70 displacement
CC1(C)OC(=O)C(=Cc2ccc(I)o2)C(=O)O1,101%*,97%*

# (cont.)
SMILES,Rat MKP-3 inhibitors,Hsp70 displacement
COc1cc(C)c(S(=O)(=O)NC2CC(C)(C)NC(C)(C)C2)cc1C,-8%,-0.6%
CSc1cccc(NC(=O)c2ccc(Cl)nc2)c1,nt,-1.5%
Cc1nc2ccccn2c1C(=O)N/N=C/c1cc(C)n(-c2ccc(Cl)cc2)c1C,nt,1.7%
Cc1ccc(NC(=O)CSCC(=O)O)c(C)c1,-5%,-4.8%
COCCN1C(=O)c2ccccc2C(C(=O)N2CCN(c3ccccn3)CC2)C1c1ccc(F)cc1 (stereo not given),7%,4.2%
COCCCNc1nc(SCc2ccccc2)nc2sc3c(c12)CCC3,nt,-0.1%
CCOC(=O)c1c(NC(=S)NC(=O)/C=C/c2cccs2)sc(C)c1C,2%,-2.0%
CCOc1ccccc1N1CCN(C/C=C/c2ccc(N(C)C)cc2)CC1,nt,-2.6%
C/C(CCc1oc2ccc(C)cc2c1-c1ccc(C)o1)=N\O,0%,2.4%
CC1CCCC(C)N1CCCNC(=O)c1cc2c(=O)n(C)c3ccccc3c2n1C (stereo not given),-12%,-6.0%
COc1ccc(Cl)cc1S(=O)(=O)N1CCC(Cc2ccccc2)CC1,-6%,3.1%
COc1cccc(OCCSc2nnc3sc4ccccc4n23)c1,-4%,5.4%
COc1cc(-c2cn(S(=O)(=O)c3cccc4nsnc34)nc2N)cc(OC)c1OC,nt,-3.0%

# A portion of the library. The share of hits here may be higher or lower than overall.
